# Tb PGK inh = inhibitors of T. brucei phosphoglycerate kinase; PGK/GAPDH coupled, Kinase-Glo luminescence, 60 min; AID 602233; Potency, µM (doses to about 57.5 µM), for inactives: at the top dose activity change, negative = inhibition, actives largely listed as inhibitors; P07378; actives 0.043% (n = 380,000); note: % is set by controls: 0 for no effect and ±100 for the full control effect; nearly all actives have a fitted effect of over 60% in size
#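 Luminescent ATP detection (Kinase-Glo Plus) follows a 60-minute room-temperature incubation, with wells lacking PGK as controls. Buffer: 100 mM TEA (pH 7.6), 5 mM MgCl2, 0.01% Tween-20. Coupling enzyme GAPDH (100 nM final) supplies unstable 1,3-BPG in-well.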
# HP1b chromo inh = blocks HP1-beta chromodomain binding to methylated histone tails; P83916; AlphaScreen HP1-beta / biotin-H3K9me3 peptide binding; Potency, µM (series often up to 114 µM), inactives show top-dose activity change, negative = inhibition, hits mostly inhibitors; actives 0.56% (n = 390,000); note: nearly all actives have a fitted effect of over 70% in size; inactives centre near 23
#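 AlphaScreen: HP1-beta (50 nM) preformed 30 min with biotin-H3(1-18)K9me3 peptide (50 nM) in PBS pH 7.4, 0.01% Tween-20. Compound added for 30 min at RT, then streptavidin donor/nickel chelate acceptor beads (10 ug/mL) for 30 min.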
# GLS inhibitor = glutaminase GLS (human) inhibition. GLS enzymatic activity, qHTS titration. O94925. actives 0.21% (n = 410,000). Potency, µM (top dose mostly 45.5 µM), without a hit: at the top dose activity change, negative = inhibition, usual class: inhibitors. AID 624170; note: % is set by controls: 0 for no effect and ±100 for the full control effect
#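 Coupled fluorescence readout: glutamate oxidase/HRP/Amplex Red detect glutamate formed by hKGA from L-glutamine (1 mM solution added). Buffer 45 mM KH2PO4 pH 8.2, 0.02% Tween-20; reads at t0 and 30 min RT.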
# JMJD2A Tudor inh = JMJD2A Tudor domain (human) inhibition; AlphaScreen JMJD2A-Tudor / H3K4me3 peptide binding; Potency, µM (highest dose often 114 µM), without a hit: at the top dose activity change, negative = inhibition, hits mostly inhibitors; actives 4.4% (n = 390,000); AID 504339; note: % is set by controls: 0 for no effect and ±100 for the full control effect; nearly all actives have a fitted effect of over 50% in size
# G9a block = inhibitors of human histone lysine methyltransferase G9a; Q96KQ7; G9a H3K9 monomethylation, AlphaScreen, 2 h; Potency, µM (titrated, usually from 102 µM), without a hit: at the top dose activity, negative = inhibition, most hits filed as inhibitors; actives 8.8% (n = 350,000); note: % is set by controls: 0 for no effect and ±100 for the full control effect; nearly all actives have a fitted effect of over 75% in size
# Target sequence (Q96KQ7 913-1193 limits assumed): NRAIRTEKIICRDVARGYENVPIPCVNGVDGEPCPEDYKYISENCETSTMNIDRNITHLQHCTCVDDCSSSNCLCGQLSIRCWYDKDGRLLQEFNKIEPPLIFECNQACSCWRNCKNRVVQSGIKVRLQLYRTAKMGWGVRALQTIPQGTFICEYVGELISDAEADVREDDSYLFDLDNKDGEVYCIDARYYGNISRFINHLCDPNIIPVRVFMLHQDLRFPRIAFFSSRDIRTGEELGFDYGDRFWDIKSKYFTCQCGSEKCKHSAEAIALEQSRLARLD
#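 Using a bead-based AlphaScreen, monomethylated H3K9 product from 2 h room-temperature reactions (G9a 20 nM, peptide 500 nM, SAM 20 uM) was detected with 0.5 ug/mL rabbit anti-H3K9me1 antibody.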
# BAZ2B block = inhibitors of human BAZ2B bromodomain. AlphaScreen BAZ2B-H3K14Ac peptide displacement. Potency, µM (highest dose often 114 µM), for the others: at the top dose activity change, negative = inhibition, most hits filed as inhibitors. actives 4.4% (n = 360,000). AID 504333; note: % is set by controls: 0 for no effect and ±100 for the full control effect; nearly all actives have a fitted effect of over 60% in size
#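 BAZ2B (50 nM) with biotin-H3(5-23)K14Ac peptide (50 nM) in PBS pH 7.4, 0.01% Tween-20, preformed 30 min, then compound 30 min at room temperature; top concentration 110uM. AlphaScreen streptavidin donor/nickel chelate acceptor beads (10 ug/mL final), 20 min dark, signal read.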
# POLI inh = inhibitors of human DNA polymerase iota | AID 588590 | Pol iota fluorescent replication assay, 10 min | actives 1% (n = 390,000) | Q9UNA4 | Potency, µM (doses to about 115 µM), for the others: top-dose activity, negative = inhibition, usual class: inhibitors
# Target sequence (Q9UNA4 whole entry, looked up): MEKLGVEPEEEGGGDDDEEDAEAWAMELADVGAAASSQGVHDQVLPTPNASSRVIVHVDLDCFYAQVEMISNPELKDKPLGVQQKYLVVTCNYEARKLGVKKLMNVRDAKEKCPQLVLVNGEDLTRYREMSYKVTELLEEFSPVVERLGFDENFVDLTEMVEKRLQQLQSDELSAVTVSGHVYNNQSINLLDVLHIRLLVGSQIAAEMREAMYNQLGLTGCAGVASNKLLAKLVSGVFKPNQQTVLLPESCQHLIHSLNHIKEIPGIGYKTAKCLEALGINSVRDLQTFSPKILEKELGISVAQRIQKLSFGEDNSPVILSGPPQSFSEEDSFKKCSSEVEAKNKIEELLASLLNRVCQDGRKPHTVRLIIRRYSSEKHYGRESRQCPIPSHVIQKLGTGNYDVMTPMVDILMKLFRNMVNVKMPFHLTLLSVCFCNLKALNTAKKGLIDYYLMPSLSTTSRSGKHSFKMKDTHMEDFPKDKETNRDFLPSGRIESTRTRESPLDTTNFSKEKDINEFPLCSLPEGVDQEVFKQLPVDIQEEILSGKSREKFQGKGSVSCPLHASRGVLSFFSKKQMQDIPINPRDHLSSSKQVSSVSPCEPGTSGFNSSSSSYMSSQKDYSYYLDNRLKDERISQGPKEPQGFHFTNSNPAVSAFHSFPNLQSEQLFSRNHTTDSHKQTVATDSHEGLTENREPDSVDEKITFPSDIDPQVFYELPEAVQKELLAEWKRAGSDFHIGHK
#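 Fluorescent replication assay read twice, at 0 min and 10 min after adding 50 nM (final) substrate. Enzyme (10 nM) and compounds were first incubated 15 min at room temperature; enzyme-free buffer wells were negative controls.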
# Pin1 inhibitor = human Pin1 inhibition. Q13526. Pin1 FP peptide displacement, HiFluor488, 10 min. Potency, µM (highest dose often 115 µM), inactives show at the top dose activity, negative = inhibition, most hits filed as inhibitors. actives 0.009% (n = 390,000). AID 504891; active = well fitted inhibition curve with a large enough effect in the polarisation, with a control signal flat, not every such curve was filed as active; inconclusive = small, poorly fitted or top-dose-only effect, or effect the other way, or a change in a side signal; inactive = no such curve, though single readings can be large or run the other way; the % refers to the polarisation; note: % is set by controls: 0 for no effect and ±100 for the full control effect
# BLM inh = Bloom syndrome helicase (human) inhibition; actives 0.2% (n = 350,000); recombinant BLM DNA unwinding, fluorescence dequenching; Potency, µM (series often up to 56.1 µM), for inactives: top-dose activity change, negative = inhibition, most hits filed as inhibitors; AID 2528;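 note: plate controls were vehicle for no effect and no enzyme for full effect; nearly all actives have a fitted effect of over 35% in size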
# * marks the source's active call; other numbers are inactive results; i = inactive; u = inconclusive; x = not tested or not shown; [ ] = dose if it differs, or a comment. Unless noted, calls come from the whole dose curve; as a rule, active = well fitted curve in the direction sought with a large enough effect; inconclusive = small, poorly fitted or top-dose-only effect, or another doubt; inactive = no such curve, though single readings can be large; an effect the other way counts as inactive or inconclusive. Potency is the fitted concentration of half-maximal effect.
SMILES,Tb PGK inh,HP1b chromo inh,GLS inhibitor,JMJD2A Tudor inh,G9a block,BAZ2B block,POLI inh,Pin1 inhibitor,BLM inh
CC(C)C12CN3CC(C(C)C)(CN(C1)C31C(=O)Nc3ccccc31)C2=O (configuration not stated),-7.7%,32.1%,-2.9%,-8.6%,-42.6%[59 µM],-6.3%,-7.2%,1.8%,-2.9%
CC(C)OCCCn1c(SC(C)C(=O)NCC2CCCO2)nc2cc(Cl)ccc2c1=O (configuration not stated),5.6%,37.3%,4.9%,-2.1%,-3.9%[0.501 µM],7.1%,13.5%,4.7%,x
COc1ccc(C(=O)CCC(=O)Nc2ccc(F)cc2F)cc1,i,-5.0%,0.9%,-8.3%,-36.4%[59 µM],7.6%,-8.3%,10.0%,4.5%
CCCCCOc1ccc(CSC2=NCCN2)cc1[N+](=O)[O-],x,54.5%[activator],-2.1%,-19.3%,u,-8.7%,30.3%,u,-6.8%
COc1ccccc1N1CCN(C(=O)c2ccc(-c3ccccc3)cc2)CC1,-11.2%,4.4%,-0.4%,-29.8%,-30.4%[2.33 µM],u,-19.9%,-0.3%,-13.9%
Cc1ccc(C(=O)OCC(=O)Nc2ccccc2N2CCOCC2)cc1,-9.0%,13.3%,17.0%,-1.7%,12.8%[59 µM],3.3%,u,2.4%,0.4%
Cc1ccc(-c2nc3c(c(=O)[nH]c(=O)n3Cc3ccccc3)n2C)o1,5.1%,-11.4%,-9.1%,u,1.41µM*,u,11.2µM*,u,u
COc1ccc(/C=C(\NC(=O)c2ccc(OC)cc2)C(=O)Nc2ccccc2C(=O)O)cc1,-5.3%,29.2%,-8.3%,11.2%,-11.8%,2.2%,-3.2%,-8.0%,-3.9%
Nc1cccn2c(-c3ccc(Cl)c(Cl)c3)cnc12,-4.2%,u,9.4%,50.1µM*,44.7µM*,39.8µM*,12.6µM*,u,-4.2%
CCc1cccc(C)c1Nc1c(-c2ccc(N(C)C)cc2)nc2ncccn12,x,17.8µM*,u,35.5µM*,8.91µM*,10µM*,7.9%,u,-1.5%
CCOC(=O)N1CCN(C(=O)c2nn(C)c3c2CSc2ccccc2-3)CC1,4.2%,21.3%,6.3%,-19.7%,-9.6%,-4.1%,-6.0%,-6.1%,-0.7%
O=C(O)c1cccc(-c2nnn(Cc3ccccc3)n2)c1,10.0%,23.6%,10.4%,9.5%,u,5.6%,16.4%,5.8%,2.1%
COc1cc(/C=N/Nc2ccnc(=O)[nH]2)ccc1O,-12.3%,21.2%,35.6%[activator],-17.1%,-1.6%,-22.3%,-16.9%,-1.6%,-24.1%
COc1ccc(-c2cc3nc(C)c(CCC(=O)N4CCN(c5ccc(F)cc5)CC4)c(C)n3n2)c(OC)c1,i,27.7%,3.0%,-26.9%,u,-15.9%,41.9%[activator],18.0%,-5.1%
O=C(O)c1ccc(NC(=O)c2ccc(COc3ccc(Cl)cc3)o2)cc1,-11.1%,41.1%[activator],7.1%,2.0%,2.3%,-2.0%,18.4%,-0.2%,-9.4%
NC1=NC(=O)/C(=C/c2ccccc2OCC(=O)Nc2ccc(F)cc2)S1,i,23.2%[57 µM],1.6%,-16.6%,x,x,u,55.1%[activator],x
CC(C)(C)NC(=O)CC(CC(=O)O)c1ccccc1 (configuration not stated),8.2%,51.3%[activator],-0.4%,-6.2%,-10.0%[59 µM],-5.8%,-4.1%,5.1%,-2.7%
Cc1nn(S(=O)(=O)c2ccc(Cl)cc2)c(C)c1S(=O)(=O)N1CCCCCC1,-0.1%,24.4%[57 µM],8.9%,2.9%,1.7%[59 µM],3.1%,15.9%,-9.0%,1.7%
O=C(COc1ccccc1)Nc1cc2c3c(c1)CC(=O)N3CCC2,-2.6%,34.3%,-6.1%,-6.9%,3.1%,-10.4%,3.1%,2.1%,x
CSCCNC(=O)Nc1c(-c2c(Cl)cccc2Cl)noc1C,-6.5%,24.1%,5.7%,-11.0%,2.8%,-1.7%,19.4%,-3.7%,-2.8%
N#Cc1ccc(Oc2cccc3cccnc23)c([N+](=O)[O-])c1,7.1%,-3.3%,-8.6%,-23.8%,5.7%,-1.6%,8.9%,u,-5.4%
Cc1ccc(-n2ncc3c(SCC(=O)Nc4cc(C)on4)ncnc32)c(C)c1,-4.9%,17.0%,3.3%,-19.6%,10.7%,0.5%,111.0%[activator],3.6%,-1.2%
COc1cc(C(=O)NCC2CCCO2)ccc1OCc1ccccc1 (configuration not stated),0.4%,11.7%,0.0%,-0.7%,x,-3.3%,23.8%,1.8%,-4.1%
CC1CC(O)(CC(O)(c2ccccc2)c2ccccc2)C(C)CN1C (configuration not stated),i,26.9%,-16.7%,-4.7%,u,13.8%,56.5%[activator],-12.9%,-1.4%
CCCNC(=O)c1ccc(-n2c(-c3ccccc3)cc3c2CCCCC3)cc1,-17.1%,38.3%,-6.5%,u,6.0%[59 µM],2.2%,-9.3%,2.8%,1.5%

# Reprinted from the part before: five entries, followed by the next part.
SMILES,Tb PGK inh,HP1b chromo inh,GLS inhibitor,JMJD2A Tudor inh,G9a block,BAZ2B block,POLI inh,Pin1 inhibitor,BLM inh
N#Cc1ccc(Oc2cccc3cccnc23)c([N+](=O)[O-])c1,7.1%,-3.3%,-8.6%,-23.8%,5.7%,-1.6%,8.9%,u,-5.4%
Cc1ccc(-n2ncc3c(SCC(=O)Nc4cc(C)on4)ncnc32)c(C)c1,-4.9%,17.0%,3.3%,-19.6%,10.7%,0.5%,111.0%[activator],3.6%,-1.2%
COc1cc(C(=O)NCC2CCCO2)ccc1OCc1ccccc1 (configuration not stated),0.4%,11.7%,0.0%,-0.7%,x,-3.3%,23.8%,1.8%,-4.1%
CC1CC(O)(CC(O)(c2ccccc2)c2ccccc2)C(C)CN1C (configuration not stated),i,26.9%,-16.7%,-4.7%,u,13.8%,56.5%[activator],-12.9%,-1.4%
CCCNC(=O)c1ccc(-n2c(-c3ccccc3)cc3c2CCCCC3)cc1,-17.1%,38.3%,-6.5%,u,6.0%[59 µM],2.2%,-9.3%,2.8%,1.5%
O=C1CC(c2ccccc2)c2ccc(O)cc2O1 (configuration not stated),-1.8%,28.9%,-3.6%,12.6%[57.1 µM],3.8%[59 µM],9.6%,u,-1.6%,-2.9%
Cc1ccc(NS(=O)(=O)c2ccc3oc(=O)ccc3c2)cc1Cl,-2.4%,-1.1%,-8.9%,-18.0%,-2.7%,-18.6%,5.0%,-1.2%,-4.2%
COc1ccccc1NC(=O)Cn1cnc2c(cnn2-c2ccccc2)c1=O,4.3%,34.5%[activator],0.8%,-9.5%,0.7%[2.33 µM],9.9%,16.2%,-5.3%,-3.1%
CCOC(=O)c1ccccc1-n1c(C)cc(C2N=C(N)Nc3nc4ccccc4n32)c1C (configuration not stated),-8.4%,-10.8%,0.7%,u,-21.4%[59 µM],u,4.4%,-2.2%,-5.1%
CC(C)(C)C1CCC(C(=O)OCC(=O)N2CCOCC2)CC1 (configuration not stated),-0.3%,53.9%[activator],-19.4%,1.4%,3.1%[59 µM],12.8%,189.2%[activator],-3.0%,-1.2%
COC(=O)c1c(NC(=O)Cc2cccs2)sc(C(=O)NC2CCCCC2)c1C,-1.8%[11.5 µM],22.9%,-0.2%,-3.6%,x,x,9.8%,0.4%,x
CCN1CCN(c2oc(COc3ccc(Cl)cc3)nc2C#N)CC1,-0.5%,-10.3%,-0.1%,u,u,-29.0%,23.0%,0.6%,0.6%
O=C(Cc1cccc(C(F)(F)F)c1)NCC(=O)Nc1cc(Cl)ccc1Cl,2.8%,11.0%,-8.8%,2.8%,3.2%[59 µM],4.3%,77.2%[activator],1.3%,-3.0%
CCOc1ccc(NC(=O)NC(C)CC)cc1 (configuration not stated),-11.6%,6.8%,0.0%,-7.6%,-22.2%,u,u,7.2%,-2.6%
Cc1ccc(C(C(=O)NC2CCCC2)N(C(=O)c2csnn2)C2CCCC2)o1 (configuration not stated),i,33.1%,0.4%,-6.3%,-0.7%,1.1%,4.3%,2.3%,-7.5%
CCCN1CCC(=O)N(C(CSc2ccc(Br)cc2)c2ccccc2)CC1 (configuration not stated),x,1.9%,x,-32.4%,x,x,-5.4%,-5.5%,-4.5%
N#Cc1cncc(-c2ccc3c(c2)OCCOCCOCCOCCOCCO3)n1,i,4.1%,4.3%,-6.6%,-26.5%,-1.2%,269.5%[activator],-1.3%,7.0%
COC(=O)CCCNC(=O)CC1C(=O)NCCN1Cc1ccoc1 (configuration not stated),-2.9%,15.3%,0.3%,-18.6%,x,-5.5%,25.4%,-10.3%,-2.9%
COc1ccc2cc(S(=O)(=O)NCc3cccnc3)ccc2c1,-9.4%,-7.8%,0.3%,-11.3%,1.0%,3.3%,54.1%[activator],-0.8%,-0.5%
CC(=O)c1ccc(OC(=O)Cc2cccc3ccccc23)cc1,1.7%,74.4%[activator],2.4%,36.1%[activator],x,10.3%,-2.9%,6.5%,-3.8%
Cc1c(O)ccc(NS(=O)(=O)c2ccccc2)c1C,-1.6%,19.0%,0.0%,-1.5%[11.4 µM],-50.3%,-10.9%,64.0%[activator],-2.7%,-2.0%
CCCCN(C(=O)c1cc(-c2ccncc2)nc2ccccc12)c1c(N)n(CC(C)C)c(=O)[nH]c1=O,4.6%,30.6%,5.6%,-14.5%,x,x,18.4%,0.2%,x
N#Cc1nc(COc2ccccc2)oc1N1CCCCC1,i,u,-2.5%,u,u,u,-15.6%,-7.8%,-6.1%
CCN(C(=O)c1ccc2c(c1)OCO2)C1CCS(=O)(=O)C1 (configuration not stated),-5.7%,25.3%,3.7%,-17.1%,-0.9%,-6.9%,33.8%[activator],2.9%,x
Nc1cccc(CP(=O)(c2ccccc2)c2ccccc2)c1,-1.2%,30.8%,5.3%,-1.0%,-8.7%[12.7 µM],11.7%,23.0%,2.3%,x

# Assay outcomes: PubChem BioAssay, National Center for Advancing Translational Sciences (NCATS)

# An excerpt (hit frequency here may not be typical).
